Source: PubChem BioAssay (Johns Hopkins Ion Channel Center)
hERG rescue = hERG (human) protection from proarrhythmic block | Q12809 | activation (rescue from dofetilide block), less the hit threshold, % at 10 µM | CHO-hERG, FluxOR thallium flux, dofetilide IC70 present | actives 0.51% (n = 310,000) | AID 1511;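 active = activation above the mean of controls blocked by dofetilide plus 5 SD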;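 note: thallium influx through hERG after potassium depolarization seen as dye fluorescence rise; in these data hits start at about 4.7%; inactives centre near -7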
KCNK9 block = inhibitors of human KCNK9 two-pore domain potassium channel. actives 1.2% (n = 310,000). B-score at 10 µM. Q9NPC2. HEK293 KCNK9, FluxOR thallium flux fluorescence; hits give low values;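 active = ratio B-score over 3 SD below the library mean, with starting fluorescence within 5 SD of its mean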;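 note: negative B-score means less thallium flux so channel inhibition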
KCNK3 block = human KCNK3 channel inhibition, primary screen; CHO-KCNK3 thallium flux, FluxOR fluorescence; hits give low values; actives 0.84% (n = 340,000); O14649; B-score at 10 µM;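 active = B-score under library mean minus 4 SD, starting fluorescence ratio at most library mean plus 5 SD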;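 note: more negative B-score means stronger inhibition of thallium flux through KCNK3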
ANO1 activ = activates or potentiates the mouse TMEM16A chloride channel; actives 0.3% (n = 340,000); HEK293 TMEM16A/YFP-H148Q/I152L, iodide quench fluorescence; hits give low values; B-score at 10 µM; Q8BHY3;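 active = fluorescence-ratio B-score plate-corrected deviation score at least 3 library SD below zero, with starting fluorescence score within 5 deviations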;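 note: channel opened by trigger with iodide after compound preincubation; score built on the fluorescence ratio of max minus min over baseline; more negative score means more quench and so TMEM16A activation or potentiation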
Target sequence (Q8BHY3 whole entry, looked up): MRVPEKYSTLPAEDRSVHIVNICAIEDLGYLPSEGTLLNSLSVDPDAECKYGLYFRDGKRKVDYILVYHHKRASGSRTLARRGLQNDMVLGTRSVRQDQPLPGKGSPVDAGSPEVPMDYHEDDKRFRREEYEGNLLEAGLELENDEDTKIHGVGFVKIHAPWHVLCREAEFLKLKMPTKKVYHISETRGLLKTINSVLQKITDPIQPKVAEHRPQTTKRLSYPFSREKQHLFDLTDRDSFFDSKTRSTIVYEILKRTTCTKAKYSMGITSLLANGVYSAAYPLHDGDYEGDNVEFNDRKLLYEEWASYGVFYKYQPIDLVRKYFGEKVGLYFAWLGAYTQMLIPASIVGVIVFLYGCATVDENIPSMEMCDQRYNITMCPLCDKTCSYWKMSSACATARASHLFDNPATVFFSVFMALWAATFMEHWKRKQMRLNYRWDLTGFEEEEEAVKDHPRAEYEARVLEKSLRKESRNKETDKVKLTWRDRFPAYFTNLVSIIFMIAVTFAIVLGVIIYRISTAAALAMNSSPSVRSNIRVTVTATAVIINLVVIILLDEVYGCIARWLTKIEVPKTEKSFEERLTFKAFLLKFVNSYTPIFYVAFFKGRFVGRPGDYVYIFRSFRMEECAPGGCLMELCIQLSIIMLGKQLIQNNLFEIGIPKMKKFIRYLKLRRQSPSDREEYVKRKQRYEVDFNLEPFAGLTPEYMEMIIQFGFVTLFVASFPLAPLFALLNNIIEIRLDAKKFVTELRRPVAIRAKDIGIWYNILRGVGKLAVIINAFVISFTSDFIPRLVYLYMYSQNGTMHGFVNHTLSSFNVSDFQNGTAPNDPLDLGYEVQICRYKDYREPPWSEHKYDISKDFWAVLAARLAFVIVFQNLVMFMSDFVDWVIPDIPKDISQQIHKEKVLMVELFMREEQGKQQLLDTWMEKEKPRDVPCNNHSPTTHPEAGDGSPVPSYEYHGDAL
KCNQ1 act = potentiates or activates the human KCNQ1 potassium channel | P51787 | CHO-K1 KCNQ1, thallium flux FluxOR fluorescence; hits give high values | B-score at 10 µM | actives 0.35% (n = 310,000) | AID 2648;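 active = fluorescence ratio B-score, a plate-corrected score, at least three library SD, with initial intensity B-score within 5 SD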
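Doses: Single concentration per compound, DMSO matched to controls | Test system: KCNQ1-transfected CHO-K1 cells | Timing: 90 min dye loading and 20 min compound exposure, both at room temperature | Measured by: Kinetic FluxOR thallium fluorescence, 10-s 1-Hz baseline, 110-s post-stimulus read | Medium: Assay buffer with matched DMSO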
TMEM16A inh = mouse TMEM16A channel inhibition, primary screen. normalized B-score (activity score, 25-100; higher = stronger inhibition) at 10 µM. actives 1.2% (n = 310,000). HEK293 TMEM16A/YFP iodide influx fluorescence, ionomycin;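 active = ratio plate-corrected score three or more library SD toward inhibition, starting fluorescence score within five deviations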;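 note: score derived from kinetic fluorescence span divided by baseline fluorescence per well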
RGS4 block = human RGS4 inhibition. P49798. HEK293 M3R/RGS4 inducible, Fluo-4 calcium flux; hits give high values; triggered by carbachol at its EC20. B-score at 10 µM. actives 0.45% (n = 310,000). AID 463165;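 active = B-score, a plate-corrected calcium signal, over three deviations above library mean, with baseline fluorescence within five deviations of library mean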;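 note: RGS4 expression induced by doxycycline in cells with stable M3 receptor; B-score is computed from the integrated fluorescence ratio over baseline after carbachol; higher B-score means a larger calcium signal and so more RGS4 inhibition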
MrgX1 allo act = allosterically activates human MrgX1 receptor signaling; AID 588675; actives 0.63% (n = 310,000); B-score at 10 µM; Q96LB2; MrgX1-HEK293, Fluo-4 calcium flux, FDSS; hits give high values;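 active = plate-corrected calcium response at least 3 library SD above typical, normal starting fluorescence, not activating the receptor alone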;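 note: compound read alongside a low EC10 to EC30 dose of BAM8-22 agonist; peak minus trough fluorescence over baseline measured at the second addition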
MrgX1 agonist = human MrgX1 receptor agonism, primary screen; MrgX1-HEK293 cells, Fluo-4 calcium fluorescence, agonist mode; hits give high values; actives 0.44% (n = 310,000); Q96LB2; B-score at 10 µM;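 active = calcium response B-score plate-corrected fluorescence ratio at least 3 library SD, with starting fluorescence B-score inside 5 SD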
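Material: MrgX1-expressing HEK293 cells / Dosing: compound as first of three additions / Incubation: overnight seeding, then 1 h dark dye loading / Signal: Fluo-4 NW calcium fluorescence / Evaluation: B-scored fluorescence response ratio / Benchmarks: positive and negative control wells on each plate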
RGS4 pot = potentiators or activators of RGS4 | B-score at 10 µM | HEK293 M3R/inducible RGS4, carbachol calcium flux Fluo4; hits give low values | actives 0.92% (n = 310,000);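 active = B-score of the integrated calcium signal more than 4 SD below the library mean, with starting fluorescence not abnormally high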;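 note: negative B-score means reduced calcium response which marks RGS4 activation or potentiation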
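Assay system: HEK293 FlpIn-TREx cells, stable M3R, doxycycline-inducible RGS4 / Probe or stimulus: carbachol, ECmax concentration / Times: overnight RGS4 induction, 30 min dye load 37 °C, 20 min compound RT / Signal: kinetic calcium fluorescence imaging with Fluo4-AM dye, 2 µM / Measure: Agonist-evoked peak-minus-minimum fluorescence over baseline, integrated ratio, B score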
KCNQ1 block = blocks the human KCNQ1 potassium channel | P51787 | CHO-K1 KCNQ1, FluxOR thallium flux fluorescence; hits give high values | B-score at 10 µM | actives 1.3% (n = 310,000);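 active = compounds whose thallium flux B-score, printed positive for inhibition, exceeds three library SD while starting fluorescence stays within three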;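 note: channel opened by potassium depolarization with thallium stimulus after 20 min compound exposure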
* marks the source's active call; other numbers are inactive results; i = inactive; x = no result given. Not all compounds are listed; rates above refer to the full screens.

SMILES	hERG rescue	KCNK9 block	KCNK3 block	ANO1 activ	KCNQ1 act	TMEM16A inh	RGS4 block	MrgX1 allo act	MrgX1 agonist	RGS4 pot	KCNQ1 block
CC(=O)N1CCN(CCN=Cc2c(O)n(-c3ccc(F)cc3)c(=S)[nH]c2=O)CC1	-5	i	i	i	i	i	i	i	i	i	i
COc1ccc(OC)c(N2Cc3ccccc3C2=N)c1	-6	i	i	i	i	i	i	i	i	i	i
CN1C(=O)C(=Cc2ccccc2Oc2ccc(Cl)cc2)C(=O)N(C)C1=O	-11	i	i	i	i	i	i	i	i	i	i
Cc1cc(=O)[nH]c(CCl)n1	1	i	i	i	i	i	i	i	i	i	i
COc1ccc(C(=O)C(C)(C)NO)cc1	-15	i	i	i	i	i	i	i	i	i	i
CN1CCN(c2ccc([N+](=O)[O-])c(Sc3ccccn3)c2)CC1	-6	i	i	i	i	i	i	i	i	i	i
CCC(=O)c1ccc(OC(=O)N(C)c2ccccc2)cc1	-9	i	i	i	i	i	i	i	i	i	i
O=C1N(c2ccc(Cl)cc2)C(c2cccnc2)N2CCCN12 (centres undefined)	-28	i	i	i	i	i	i	i	i	i	i
Cc1nc2nc(C)c(CCC(=O)N3CCC4(CC3)OCCO4)c(C)n2n1	-11	i	i	i	i	i	i	i	i	i	i
COc1ccccc1NC(=O)c1cn(CCC#N)nc1-c1ccc(F)cc1	-8	i	i	i	i	i	i	i	i	i	i
Cc1cccn2c(=O)c3cc(C(=O)N4CCC5(CC4)OCCO5)n(C)c3nc12	0	i	i	i	i	i	i	i	i	i	i
CN(Cc1ccccc1)Cc1ccccc1OC(=O)N(C)C	-12	i	i	i	i	i	i	i	i	i	i
COc1ccc(C2C(C(=O)N3CCC4(CC3)OCCO4)c3cc(OC)c(OC)cc3C(=O)N2C)cc1 (centres undefined)	-6	i	i	i	i	i	i	i	i	i	i
O=C(NC(=S)N1C[C@H]2C[C@H](C1)c1cccc(=O)n1C2)c1ccc(Cl)cc1	-3	i	i	i	i	i	i	i	i	i	i
CCC1(CC)C(=N)N(C)C(=O)NC1=O	-4	i	i	i	i	i	i	i	i	i	i
O=C(C(=O)N1CCOCC1)c1cn(Cc2ccccc2F)c2ccccc12	-4	i	i	i	i	i	i	i	i	i	i
COc1ccccc1CC1/C(=N/O)C2CCN1CC2 (centres undefined)	0	i	i	i	i	i	i	i	i	i	i
COc1cc(C(O)CN)ccc1O (centres undefined)	x	x	i	i	x	i	x	i	i	x	x
COC(=O)c1cn(C(=O)c2cccc3ccccc23)c2ccccc12	-14	i	i	i	i	i	i	i	i	i	i
Cc1cccc(NP(=O)(Oc2ccccc2F)Oc2ccccc2F)c1C	-6	i	i	i	i	i	4.9*	i	i	i	i
Cc1ccc2nc3c(cc2c1)CC1(C(=O)N(C)C(=O)N(C)C1=O)C1CCCCN31 (centres undefined)	-3	i	i	i	i	i	i	i	i	i	i
COC(=O)C1=C(c2cccc(OC)c2OC)C[C@@H]2CC[C@H]1N2C(=O)N1CCOCC1	-6	i	i	i	i	i	i	i	i	i	i
O=C(c1ccc(CNS(=O)(=O)c2ccc(Br)cc2)cc1)N1CCC2(CC1)OCCO2	-9	i	i	i	i	i	i	i	i	i	i
O=C(c1ccccc1)N1CCC2(CC1)OCCO2	-7	i	i	i	i	i	i	i	i	i	i
CN1C(=O)N(C)C(=O)C2(Cc3cc(NC(=O)c4ccccc4)ccc3N3CCCC32)C1=O (centres undefined)	-6	i	i	i	i	i	i	i	i	i	i
CCN(CC)CCCN=Cc1c(O)n(Cc2ccc(F)cc2)c(=O)[nH]c1=O	-9	i	i	i	i	i	i	i	i	i	i
COc1cc2c3cc1Oc1cc(ccc1O)C[C@@H]1c4c(cc(OC)c(O)c4Oc4ccc(cc4)C[C@H]3N(C)CC2)CCN1C	-7	i	i	i	i	i	i	i	i	i	i
CCOC(=O)C1CCN(C=C2C(=O)N(C)C(=S)N(C)C2=O)CC1	-9	i	i	i	i	i	i	i	i	i	i
COC(=O)C1C2c3ccccc3OC1(C)N=c1s/c(=C/c3cnn(C)c3)c(=O)n12 (centres undefined)	-8	i	i	i	i	i	i	i	i	i	i
Cn1c(O)c(C=NCCCC(=O)O)c(=O)n(C)c1=O	-5	i	i	i	i	i	i	i	i	i	i
O=C(O)C(Cl)(Cl)Cl	-4	i	x	x	i	i	i	i	i	i	i
COc1cccc(C(=O)C2CCCN(Cc3cccc4c3OCO4)C2)c1 (centres undefined)	-7	i	i	i	i	i	i	i	i	i	i
CN1C(=O)N(C)C(=O)C2(Cc3cc(N)ccc3N3CCN(c4ccccc4F)CC32)C1=O (centres undefined)	-9	i	x	x	i	i	i	i	i	i	i
Cc1nc2ccccc2c(=O)n1-c1ccc([N+](=O)[O-])cc1	-2	i	i	i	i	i	i	i	i	i	i
CCCOC(=O)Nc1ccc([As](=O)(O)O)cc1NC(=O)OCCC	-3	i	i	i	i	i	i	i	i	i	i
Clc1ccc(-c2nc3ccc(Cl)cn3c2CN2CCCCC2)cc1	-11	i	i	i	i	i	i	i	i	i	i
C=CCn1c(O)c(/C=N/N2CCCCC2c2cccnc2)c(=O)[nH]c1=S (centres undefined)	-10	i	i	i	i	i	i	i	i	i	i
Clc1ccccc1CN1CCN(c2cccc3[nH]ccc23)CC1	-9	i	i	i	i	i	i	i	i	i	i
Cc1ccccc1NC1=NCCCS1	-7	i	i	i	i	i	i	i	i	i	i
COc1ccccc1CC1C(=O)C2CCN1CC2 (centres undefined)	-8	i	i	i	i	i	i	i	i	i	i
O=C1NC(=O)N(c2cccc(Cl)c2)C(=O)/C1=C\c1ccc(Sc2nc3ccccc3[nH]2)o1	-10	i	i	i	i	i	i	i	i	i	i
C[C@]12CC[C@H]3[C@@H](CC[C@]4(O)C[C@@H](O)CC[C@]34C=O)[C@@]1(O)CC[C@@H]2C1=CC(=O)OC1	x	x	i	i	x	i	x	i	i	x	x
Cc1ccc(-n2nc(C)cc2NC(=O)COc2cc(C)cc3oc(=O)c4c(c23)CCC4)cc1	-3	i	i	i	i	i	i	i	i	i	i
Cn1c(O)c(C=NC2C(=O)C3(C)CCC2C3(C)C)c(=O)n(C)c1=O (centres undefined)	-2	i	i	i	i	i	i	i	i	i	i
C[N+]1(C)C2CCC1CC(OC(=O)c1ccco1)C2 (centres undefined)	-6	i	i	i	i	i	i	i	i	i	i
CC(=O)NCCc1c[nH]c2ccccc12	-7	i	i	i	i	i	i	i	i	i	i
CN(C)C(=O)Oc1ccc(OC(=O)c2ccccc2)cc1	-9	i	i	i	i	i	i	i	i	i	i
Cc1ccc(S(=O)(=O)N2CC2(C)CCl)cc1 (centres undefined)	-9	i	i	i	i	i	i	i	i	i	i
CCCN1CCC(NC2CCC(O)CC2)CC1 (centres undefined)	-5	i	i	i	i	i	i	i	i	i	i
CCCCn1c(O)c(C(CC)=Nc2cccc(C(=O)O)c2)c(=O)[nH]c1=O	-6	i	i	i	i	i	i	i	i	i	i
Cc1nc(SCc2c(Cl)cccc2Cl)nc(OC(=O)N(C)C)c1C	-8	i	i	i	i	i	i	i	i	i	i
O=C(COC(=O)Cc1ccccc1)Nc1ccc(Cl)cn1	-8	i	i	i	i	i	i	i	i	i	i
Cn1c(O)c(/C=C/C=Nc2ccccc2)c(=O)n(C)c1=O	-11	i	i	i	i	i	i	i	i	i	i
C=C(C)[C@@H]1C2C(=O)O[C@H]1[C@H]1OC(=O)[C@@]34OC3C[C@]2(O)[C@@]14C (some centres undefined)	x	x	i	i	x	i	x	i	i	x	x
N#CC(C#N)=Cc1ccc(N2CCCC2)cc1	-13	i	i	i	i	i	i	i	i	i	i
O=C(CCN1CCOCC1)Nc1ccc(Br)cc1C(=O)c1ccccc1	-16	i	i	i	i	i	i	i	i	i	i
CCCCOC(=O)C1=C(N)OC2=C(C(=O)CC(C)(C)C2)[C@]12C(=O)N(C)c1ccccc12	-1	i	i	i	i	i	i	i	i	i	i
CN(C)C(=O)Oc1cc(=O)n2c3c(cccc13)CCC2	0	i	i	i	i	i	i	i	i	i	i
Cc1ccc(OCC(=O)N2CCN(Cc3ccc([N+](=O)[O-])cc3)CC2)cc1	-10	i	i	i	i	i	i	i	i	i	i
COc1ccc(N=Cc2c(O)n(Cc3cccs3)c(=O)[nH]c2=O)cc1	-6	i	i	i	i	i	i	i	i	i	i

Other compounds:
SMILES	hERG rescue	KCNK9 block	KCNK3 block	ANO1 activ	KCNQ1 act	TMEM16A inh	RGS4 block	MrgX1 allo act	MrgX1 agonist	RGS4 pot	KCNQ1 block
O=S(=O)(NC1CCCCC1)OCC(Cl)(Cl)Cl	-5	i	i	i	i	i	i	i	i	i	i
CSc1nnc(C2CCNCC2)n1C	-11	i	i	i	i	i	i	i	i	i	i
CC(=NCc1ccco1)c1c(O)n(-c2ccc(C)cc2)c(=O)[nH]c1=O	2	i	i	i	i	i	i	i	i	i	i
C=CCn1c(O)c(C(CC)=NCC2CCCO2)c(=O)[nH]c1=O (centres undefined)	-6	i	i	i	i	i	i	i	i	i	i
CCc1cc(=O)[nH]c(SCCCF)n1	-5	i	i	i	i	i	i	i	i	i	i
CN(C)CC1CSCCC1(O)c1ccccc1 (centres undefined)	-3	i	i	i	i	i	i	i	i	i	i
CN1C(=O)C(=Cc2ccc(OCC(=O)Nc3ccccc3)cc2)C(=O)N(C)C1=O	0	i	i	i	i	i	i	i	i	i	i
COc1cccc(CN2CCNCC2)c1	-1	i	i	i	i	i	i	i	i	i	i

2 records picked at random from the list so far:
SMILES	hERG rescue	KCNK9 block	KCNK3 block	ANO1 activ	KCNQ1 act	TMEM16A inh	RGS4 block	MrgX1 allo act	MrgX1 agonist	RGS4 pot	KCNQ1 block
COc1cc2c3cc1Oc1cc(ccc1O)C[C@@H]1c4c(cc(OC)c(O)c4Oc4ccc(cc4)C[C@H]3N(C)CC2)CCN1C	-7	i	i	i	i	i	i	i	i	i	i
O=C(NC(=S)N1C[C@H]2C[C@H](C1)c1cccc(=O)n1C2)c1ccc(Cl)cc1	-3	i	i	i	i	i	i	i	i	i	i
